aDG glyco up: alpha-DG glycosylation activation; activation, % at 10 µM; AID 624168; Pro5-aDG cells, alpha-DG glycosylation AlphaScreen (IIH6); 0% Pro5, 100% B10-LARGE cell signal; actives 0.22% (n = 360,000);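 active = activation of at least 8% versus controls, or a plate z-score of at least 8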;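 note: Pro5 are CHO cells carrying HIG-tagged alpha-DG that lacks glycosylation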
Peg3 prom inh: reduces Peg3 promoter-driven luciferase expression in HeLa | HeLa PEG-Prom luciferase reporter, luminescence, overnight | inhibition, % at 20 µM | actives 1.7% (n = 360,000);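 active = inhibition of at least 50% at 20 µM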
NR2E3 ag-1: activates human NR2E3 receptor. CHO-S Gal4-NCOR/VP16-NR2E3 two-hybrid, luciferase. inhibition of corepressor binding, % at 3.98 µM. actives 0.35% (n = 360,000). AID 602229;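 active = inhibition above the mean of all tested compounds plus 3 SD, cut at about 70% in these data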;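 note: 0% = DMSO with NR2E3 transfected cells and 100% = cells lacking NR2E3 construct; higher means lower luciferase signal from less NR2E3 corepressor binding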
Target sequence (Q9Y5X4 whole entry, looked up, the tested form may be a part): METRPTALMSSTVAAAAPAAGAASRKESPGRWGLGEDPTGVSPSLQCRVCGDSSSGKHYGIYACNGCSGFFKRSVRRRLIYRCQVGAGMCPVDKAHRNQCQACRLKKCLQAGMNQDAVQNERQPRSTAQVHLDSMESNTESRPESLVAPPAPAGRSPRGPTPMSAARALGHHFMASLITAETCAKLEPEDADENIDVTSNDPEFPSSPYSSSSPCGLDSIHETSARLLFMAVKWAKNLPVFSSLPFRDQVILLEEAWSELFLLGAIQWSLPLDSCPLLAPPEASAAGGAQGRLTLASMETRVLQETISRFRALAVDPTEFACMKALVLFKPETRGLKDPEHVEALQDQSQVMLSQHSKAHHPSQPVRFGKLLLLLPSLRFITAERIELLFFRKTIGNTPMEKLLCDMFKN
NR2E3 ag-2: NR2E3 (human) agonism; GST-NR2E3/biotin-RetCOR TR-FRET, 1536-well; AID 2300; inhibition of corepressor binding, % at 4.78 µM; actives 0.12% (n = 320,000); Q9Y5X4;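 active = percent inhibition above the cutoff of mean plus 3 SD of all tested compounds, set per screening campaign, cut at about 20% in these data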;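 note: 0% = DMSO wells and 100% = biotin wells as full block of FRET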
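System: GST-tagged NR2E3 plus biotinylated RetCOR corepressor; Amount: 1.35 nM GST-tagged NR2E3 final; Dosing: single nominal compound dose of 4.8 µM; Schedule: 5 h incubation at 4 °C; Technique: TR-FRET with europium anti-GST and streptavidin-D2, 340 nm excitation; Controls: biotin wells as high control, 0.6% DMSO wells as low control.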
CaV13 FRET inh: Primary screen for inhibitors of IQ motif and Ca2+-dependent inactivation inhibitor domain binding in CACNA1D, Förster resonance energy transfer in living cells, …; HEK cells, CFP/YFP FRET ICDI-IQ, plate reader, 10 min; percent FRET-ratio fall versus neutral wells; AID 743397; actives 0.098% (n = 340,000); inhibition, % at 12.3 µM;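 active = mean replicate inhibition of at least 30% and at least 1% of replicates passing that level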;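 note: 0% = median of the neutral control wells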
Vif imaging: inhibitors of HIV Vif; HEK293T cells, Vif self-association by quenched fluorescence, imaging, 24 h; actives 0.35% (n = 340,000); AID 602346; inhibition, % at 7.49 µM; in the data active = inhibition above about 50%, passing the limit was not always enough; note: some results filed as inactive read as strong as hits
TRPM1 prom inh: reduces MITF-dependent TRPM1 promoter luciferase signal | AID 488899 | inhibition, % at 12.5 µM | SK-MEL-5 TRPM1 promoter luciferase, 24 h | actives 0.83% (n = 330,000);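 active = mean inhibition across replicates of 60% or more, whatever share of single replicates reaches that level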; note: values of inactives mirror those of a sister screen read the other way
Exocytosis inh: lytic granule exocytosis inhibition. TALL-104 LAMP-1 surface exposure, flow cytometry; cells stimulated with thapsigargin and PMA. inhibition, % at 10 µM. actives 0.66% (n = 360,000). AID 651702;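 active = inhibition above about 55%, limit read from the data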
PDI inh: blocks human protein disulfide isomerase activity. P07237. PDI insulin aggregation turbidity, A650, 90 min. inhibition, % at 10 µM. actives 0.052% (n = 350,000). AID 588391;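 active = mean inhibition across replicates of 30% or more, whatever share of single replicates reach that level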;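 note: absorbance from insulin aggregation driven by PDI reduction with DTT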
Target sequence (P07237 whole entry, looked up): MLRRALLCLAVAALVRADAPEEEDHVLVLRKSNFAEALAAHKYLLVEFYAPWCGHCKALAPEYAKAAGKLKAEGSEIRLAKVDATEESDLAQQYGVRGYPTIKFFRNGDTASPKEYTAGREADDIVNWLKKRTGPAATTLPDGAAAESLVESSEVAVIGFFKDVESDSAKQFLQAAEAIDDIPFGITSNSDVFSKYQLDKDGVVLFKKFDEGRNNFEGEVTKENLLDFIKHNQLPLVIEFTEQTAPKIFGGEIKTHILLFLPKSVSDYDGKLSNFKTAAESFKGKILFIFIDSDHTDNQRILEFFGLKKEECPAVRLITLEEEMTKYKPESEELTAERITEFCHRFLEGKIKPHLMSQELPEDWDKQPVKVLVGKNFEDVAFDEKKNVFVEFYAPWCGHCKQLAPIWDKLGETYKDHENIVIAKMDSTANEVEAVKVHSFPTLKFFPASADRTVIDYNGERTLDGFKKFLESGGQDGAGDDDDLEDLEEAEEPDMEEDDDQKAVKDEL
iPSC survival up: hiPSC single-cell survival enhancement; survival enhancement, % at 20 µM; AID 602274; ATPlite luminescence; 100% = ROCK inhibitor wells, 0% = DMSO; actives 0.044% (n = 360,000); in the data active = survival enhancement above about 18%;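 note: cells exposed to compounds for 16 hours before the ATP read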
HIF-2a block: HIF-2a inhibition; 786-0 RCC cells HIF-2a reporter, luciferase luminescence, overnight; inhibition, % at 18.8 µM; actives 0.72% (n = 360,000);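 active = inhibition of the luminescence signal of 40% or more relative to plate controls, in a single-dose primary screen at 18.75 µM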
Active calls of the source: *; . = no result given.

SMILES	aDG glyco up	Peg3 prom inh	NR2E3 ag-1	NR2E3 ag-2	CaV13 FRET inh	Vif imaging	TRPM1 prom inh	Exocytosis inh	PDI inh	iPSC survival up	HIF-2a block
O=C(CCC(=O)OCC(F)(F)C(F)F)Nc1ccccc1F	-0.2	0	-16	-2	-3	-3	1	0	8	-1.7	11
COc1ncnc2c1ncn2CCCNCCN1CCOCC1	0.3	-8	-5	.	-9	.	.	-6	0	2.3	14
O=C(CN1CCSCC1)c1c[nH]c2ccccc12	0.3	-16	0	0	-4	1	-2	0	4	-2.2	-38
COc1cccc(OC)c1C(=O)Nc1nnc(-c2cccs2)s1	0.0	-5	18	-5	1	-3	12	0	-4	1.2	-7
CC1CCC(C(=O)NC(C(=O)NCc2cccnc2)C(C)C)CC1 (configuration not stated)	0.2	1	-4	1	.	-7	3	1	0	3.3	17
CC1(C(=O)NS(=O)(=O)c2ccc(F)cc2F)CCN1C(=O)Cc1cccc2ccccc12 (configuration not stated)	-0.2	6	-8	.	-6	10	.	-1	-4	-0.3	13
COc1cccc(N(Cc2nnc3n2CCCCC3)C(=O)Nc2ccccc2)c1	-0.1	-10	1	1	10	12	2	-1	1	-0.2	8
O=C(Cn1c(=O)cnc2ccccc21)N1CCN(S(=O)(=O)c2ccc(F)cc2)CC1	0.9	9	0	-2	-4	-11	-4	-3	-4	-0.1	9
Cc1noc(C(=O)NCc2ccc(F)cc2)c1Cl	-0.1	-3	21	2	-6	-2	-1	2	7	-0.6	-10
Cc1ccc(-c2nnc(N3CCOCC3)c3ccccc23)cc1S(N)(=O)=O	0.2	30	-11	1	-5	1	5	-6	0	-0.4	15
O=S(=O)(Nc1ccc(S(=O)(=O)Nc2ccccc2)cc1)c1ccccc1	-0.3	11	-2	2	-5	-5	-3	-3	9	1.5	13
O=C(COc1ccccc1Cl)N1CCc2ccccc2C1	0.1	-54	-26	1	-6	-2	-11	-9	-5	0.0	-141
O=C(COc1ccccc1)NNC(=S)NC(=O)c1ccccc1	-0.2	-3	-6	0	-2	2	-11	2	0	-0.9	-5
O=C(NCc1ccccn1)[C@@H]1CCCN1C(=O)[C@@H]1CCCN1C(=O)c1ccccc1	0.1	.	-7	.	-7	.	.	-9	.	-0.2	6
COc1ccc(C(=O)c2nc3c(n2O)CCCC3)cc1OC	0.0	7	-16	2	0	0	7	3	-5	-2.4	6
COc1cc2c(cc1OC)C(SC)=NC1(CCCC1)C2	-0.4	64*	-20	-2	-3	2	87*	-1	-5	-1.4	37
Cc1cc(-c2nnc(CCC(=O)N(C)Cc3ccsc3)o2)no1	-0.4	-26	-22	-2	-18	-7	-10	4	-5	2.6	-33
O=C(COC(=O)c1cc(S(=O)(=O)N2CCCCC2)ccc1N1CCOCC1)c1ccccc1	-0.3	0	22	0	-15	5	-1	-3	8	1.1	6
CCN(CC)CCOC(c1ccccc1)c1ccc(C)cc1 (configuration not stated)	0.1	2	-26	-1	-5	-6	-12	4	3	-1.8	18
NC(=O)c1ccc[n+](CCC[n+]2cccc(C(N)=O)c2)c1	0.3	14	-22	3	3	-1	-1	-4	-1	1.8	13

An excerpt from above with just NR2E3 ag-1.
smiles | NR2E3 ag-1
Cc1cc(-c2nnc(CCC(=O)N(C)Cc3ccsc3)o2)no1 | -22
O=C(COC(=O)c1cc(S(=O)(=O)N2CCCCC2)ccc1N1CCOCC1)c1ccccc1 | 22
CCN(CC)CCOC(c1ccccc1)c1ccc(C)cc1 (configuration not stated) | -26

Reformatted: 5 of the compounds above.
Each structure is followed by: aDG glyco up | Peg3 prom inh | NR2E3 ag-1 | NR2E3 ag-2 | CaV13 FRET inh | Vif imaging | TRPM1 prom inh | Exocytosis inh | PDI inh | iPSC survival up | HIF-2a block
> O=S(=O)(Nc1ccc(S(=O)(=O)Nc2ccccc2)cc1)c1ccccc1
→ -0.3 | 11 | -2 | 2 | -5 | -5 | -3 | -3 | 9 | 1.5 | 13
> O=C(COc1ccccc1Cl)N1CCc2ccccc2C1
→ 0.1 | -54 | -26 | 1 | -6 | -2 | -11 | -9 | -5 | 0.0 | -141
> O=C(COc1ccccc1)NNC(=S)NC(=O)c1ccccc1
→ -0.2 | -3 | -6 | 0 | -2 | 2 | -11 | 2 | 0 | -0.9 | -5
> O=C(NCc1ccccn1)[C@@H]1CCCN1C(=O)[C@@H]1CCCN1C(=O)c1ccccc1
→ 0.1 | . | -7 | . | -7 | . | . | -9 | . | -0.2 | 6
> COc1ccc(C(=O)c2nc3c(n2O)CCCC3)cc1OC
→ 0.0 | 7 | -16 | 2 | 0 | 0 | 7 | 3 | -5 | -2.4 | 6

Remaining list, next part.
SMILES	aDG glyco up	Peg3 prom inh	NR2E3 ag-1	NR2E3 ag-2	CaV13 FRET inh	Vif imaging	TRPM1 prom inh	Exocytosis inh	PDI inh	iPSC survival up	HIF-2a block
O=C(Nc1ccccc1C(=O)O)c1cccc(S(=O)(=O)Nc2ccc(Br)cc2)c1	0.0	5	-15	6	-7	-3	3	-5	9	0.0	29
N#CC1=C2Nc3ccccc3N2C(=O)NC1(c1ccccc1)C(F)(F)F (configuration not stated)	0.4	7	1	3	-5	.	-6	4	-11	-2.5	10
COC(=O)c1ccc(C2C(Oc3ccc(OC)cc3)C(=O)N2CCc2ccc(OC)c(OC)c2)cc1 (configuration not stated)	-0.2	-4	-25	-1	-4	-3	7	-2	-1	3.1	4
Cc1nc(SCC(=O)N2CC(=O)Nc3ccccc32)c2c(C)c(C)sc2n1	0.0	-24	-26	1	-7	-4	1	1	-5	-0.1	-39
CC(C(=O)NC1CCCC1)N(Cc1ccco1)C(=O)c1snc(C(=O)NC2CCCC2)c1N (configuration not stated)	0.0	23	-6	1	.	2	9	-7	0	-0.3	10
CCOc1cc(N2CCOCC2)c(OCC)cc1NC(=O)Cc1ccc(OC)c(OC)c1	-0.1	7	10	0	-4	.	4	1	8	0.2	-7
O=C(NNc1nc(-c2ccccc2)cs1)c1ccccc1	-0.7	16	-5	-2	-9	-5	3	-2	-3	0.0	-9
CC(=O)Nc1ccc(NC(=O)c2ccccc2N(Cc2ccccc2)S(C)(=O)=O)cc1	0.0	2	-10	-2	-19	2	-8	-4	-2	-0.2	26
Cc1ccc(C2C(N)C(=O)N2c2ccc(C)cc2)cc1 (configuration not stated)	-0.1	-2	-16	0	-13	-7	-12	40	-22	-0.6	-2
COc1ccc(C(=O)NC(Nc2ccccc2)C(Cl)(Cl)Cl)cc1 (configuration not stated)	1.0	4	25	3	-4	7	11	9	1	-1.4	5
CSc1ccc(S(=O)(=O)NCC(=O)OCC(=O)N(C)C2CCCCC2)cc1[N+](=O)[O-]	0.1	3	8	0	-6	-7	0	1	10	-0.1	8
O=C(Nc1nnc(-c2ccccc2)o1)Nc1ccccc1Cl	0.0	-16	-16	2	-6	16	4	-2	4	0.7	-9
CC(SCc1cc(=O)n2c([nH]c3ccccc32)c1C#N)C(=O)O (configuration not stated)	-0.1	10	-16	-1	-11	-3	11	1	2	0.9	-6
CC(=O)c1sc(NC(=O)CS(=O)(=O)c2ccccc2)nc1C	0.1	-28	3	4	-7	4	-3	-6	-3	-0.4	-19
COc1ccc(Cl)cc1N(CC(=O)NC1CC1)S(=O)(=O)c1ccc(C)c([N+](=O)[O-])c1	-0.1	12	-14	0	4	-2	7	-4	-1	0.1	7
CCOC(=O)N1CCN(C(=O)CCc2c(C)nc3c(c(C)nn3-c3ccc(C)c(C)c3)c2C)CC1	0.8	2	-10	3	-5	13	13	5	0	6.6	7
O=C(CSc1ncn[nH]1)Nc1ccc(S(=O)(=O)Nc2ncccn2)cc1	-0.3	15	-1	0	2	13	7	-5	7	-0.5	13
O=C(NCCC(=O)N1CCC2(CC1)NCCc1[nH]cnc12)c1cccc(Br)c1	-0.4	4	-5	0	-3	21	3	-7	-8	-0.1	6
COc1ccc(N2CCN(C(=O)c3cc4cc(Cl)ccc4[nH]3)CC2)cc1	-0.1	1	-2	0	-13	2	8	10	8	-0.5	2
CC(=O)NC1CSCC1OC(C)=O (configuration not stated)	-0.1	14	-24	3	.	13	4	3	1	-1.9	12
CC(C)(C)NC(=O)NC(=O)COC(=O)CNC(=O)C1CCCCC1	-0.1	9	-15	-3	-1	4	-23	-5	-3	1.7	6
CCN(CC)S(=O)(=O)c1ccc(N2CCOCC2)c(NC(=O)CSCc2c(C)noc2C)c1	0.0	15	-32	.	-3	11	6	9	-2	0.6	9
CC(=O)C1CCC2C3CCC4=CC(=O)C=CC4(C)C3CCC12C (configuration not stated)	0.2	26	28	.	-11	-1	5	-2	-2	-3.8	5
